HCV NS3 hel inh: inhibitors of HCV NS3 helicase, primary screen, biochemical, Cy5 molecular beacon fluorescence; Hepatitis C virus NS3 helicase; NS3 helicase DNA unwinding; inhibition, % at 10.9 µM; hit rate 0.56% among 290,000; AID 1800, 2009;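 active means inhibition above the mean of all tested compounds plus 3 SD, set per campaign, cut at about 35% in these data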;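 further: 0% = DMSO wells and 100% = thioflavine S control wells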
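System: NS3 helicase fragment of HCV / Schedule: 1 h at 25 °C / Control set: DMSO alone as 0% and 110 µM thioflavine S as 100% / Reagent: Cy5/quencher beacon DNA duplex and ATP to start / Technique: Cy5 fluorescence / Replication: singlicate / Evaluation: % inhibition of end-to-start signal ratio versus controls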
CRFBP-R2 block: antagonists of CRF-BP/CRF-R2 complex, primary screen, cell-based, HEK293, calcium dye fluorescence, uHTS. CRF-induced calcium fluorescence. inhibition, % at 11.8 µM. hit rate 0.59% among 350,000;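 active means inhibition of the ligand-induced calcium signal above about 50% at the single tested concentration, limit read from the data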
MEKK3 PB1 HTS: modulators of MEKK3-MEK5 PB1 binding, primary screen, biochemical, wildtype MEKK3, multiplex bead flow cytometry, Alexa488-MEK5. hit rate 1.4% among 290,000. AID 1529, 2009. Mitogen-activated protein kinase kinase kinase 3 (Homo sapiens), Q99759. bead-based flow cytometry, Alexa488-MEK5 binding to MEKK3; actives lie on both sides; 0 = blocked by unlabeled MEK5, 100 = vehicle. binding response (% of control), % at 10 µM;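 active means binding response more than 3 SD above or below the average of its plate-row segment, actives on both sides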;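 further: Alexa488 bead fluorescence after subtracting the streptavidin-only scavenger bead signal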
Target sequence (Q99759 whole entry, looked up): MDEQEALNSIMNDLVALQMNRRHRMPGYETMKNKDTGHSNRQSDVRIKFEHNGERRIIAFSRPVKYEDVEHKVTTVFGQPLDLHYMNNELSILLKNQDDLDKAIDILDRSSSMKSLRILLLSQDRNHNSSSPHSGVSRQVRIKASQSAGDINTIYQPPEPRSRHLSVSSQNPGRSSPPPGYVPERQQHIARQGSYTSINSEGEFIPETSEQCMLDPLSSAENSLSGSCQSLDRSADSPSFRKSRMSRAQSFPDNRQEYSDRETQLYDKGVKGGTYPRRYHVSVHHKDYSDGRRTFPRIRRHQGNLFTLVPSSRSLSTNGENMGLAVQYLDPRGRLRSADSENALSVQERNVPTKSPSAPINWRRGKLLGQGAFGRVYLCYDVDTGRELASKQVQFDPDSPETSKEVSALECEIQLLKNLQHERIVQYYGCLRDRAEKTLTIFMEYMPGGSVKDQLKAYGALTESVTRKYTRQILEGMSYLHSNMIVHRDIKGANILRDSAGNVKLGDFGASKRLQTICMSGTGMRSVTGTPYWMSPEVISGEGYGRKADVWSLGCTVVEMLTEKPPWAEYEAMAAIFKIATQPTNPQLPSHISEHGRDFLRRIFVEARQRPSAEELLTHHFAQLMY
CRFBP-R2 agonist: agonists of CRF-BP/CRF-R2 complex, primary screen, cell-based, HEK293, calcium dye fluorescence, uHTS; calcium dye fluorescence (FLIPR); percent of saturating CRF peptide response; hit rate 0.46% among 350,000; CRF-binding protein / CRF receptor 2 complex (human); activation, % at 13.2 µM;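 active means activation of at least 50%, plus an integration ratio under a set limit after plate pattern correction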;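 further: plate controls were neutral control wells without compound for no effect and CRF at EC100 for full effect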
GalR3 antagonist: GalR3 antagonists in HEK293 cells, primary screen, cell-based, fluorescence readout | Galanin receptor type 3 (Homo sapiens), O60755 | HEK293 GalR3-CNG cAMP membrane potential fluorescence; galR3 body fused to GalR1 C-terminus | inhibition, % at 3 µM | hit rate 0.44% among 360,000 | AID 651719, 2012;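 active means inhibition above the screen-wide average plus 3 SD, cut at about 13% in these data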;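 further: forskolin and galanin both at EC90 stimulate the cells; cAMP rise reported by CNG channel membrane potential dye signal; 0% = forskolin plus galanin with DMSO and 100% = forskolin alone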
Target sequence (O60755 1-299 limits assumed): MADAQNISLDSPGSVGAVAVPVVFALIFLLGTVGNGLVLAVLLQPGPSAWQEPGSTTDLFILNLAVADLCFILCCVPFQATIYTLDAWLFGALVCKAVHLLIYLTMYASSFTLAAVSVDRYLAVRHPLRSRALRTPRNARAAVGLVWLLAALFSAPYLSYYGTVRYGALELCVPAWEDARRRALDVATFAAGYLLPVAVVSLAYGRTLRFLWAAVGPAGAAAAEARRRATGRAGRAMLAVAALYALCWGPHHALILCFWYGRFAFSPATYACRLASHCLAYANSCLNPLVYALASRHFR
MEKK2 WT-MEK5: modulators of MEK5 binding to wildtype MEKK2, primary screen, biochemical, multiplex bead flow cytometry, Alexa488-MEK5; Alexa488-MEK5 binding to MEKK2 WT; actives lie on both sides; hit rate 1.1% among 290,000; Mitogen-activated protein kinase kinase kinase 2 (Homo sapiens), Q9Y2U5; AID 1531, 2009; binding response (% of control), % at 10 µM; in the data active means binding response below about 67% or above about 130%
MEKK2mut PB1 HTS: MEK5 binding signal on mutant MEKK2 PB1, primary screen, biochemical, multiplex bead flow cytometry, Alexa488-MEK5 | Alexa488-MEK5 binding to MEKK2 mutant | percent response, % at 10 µM | hit rate 0.35% among 290,000; in the data active means percent response above about 24%, passing the limit was not always enough; further: inactives centre near 1; some results filed as inactive read as strong as hits
SUMO HTRF inh: inhibitors of in vitro SUMOylation cascade, primary screen, biochemical, HTRF, uHTS. SUMO-conjugating enzyme UBC9 (Homo sapiens), P63279. HTRF SUMOylation assay, SAE1/SAE2 + UBC9. inhibition, % at 35 µM. hit rate 0.36% among 290,000. AID 2006, 2009; in the data active means inhibition above about 50%, passing the limit was not always enough; further: strong numbers were not always called active
Target sequence (P63279 whole entry, looked up): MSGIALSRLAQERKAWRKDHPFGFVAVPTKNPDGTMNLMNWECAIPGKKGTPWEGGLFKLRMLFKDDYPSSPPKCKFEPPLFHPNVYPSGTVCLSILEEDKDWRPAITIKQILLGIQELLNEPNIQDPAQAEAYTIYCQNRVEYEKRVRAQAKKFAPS
DNA FID counter: compounds displacing fluorescent DNA intercalator, primary screen, artefact control for HCV NS3 helicase inhibitor project, biochemical, FID fluorescence; inhibition, % at 7.9 µM; hit rate 0.17% among 290,000; AID 1845, 2009; DNA fluorescent intercalator displacement; in the data active means inhibition above about 37%;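 further: 0% = vehicle and 100% = reference compound; higher means more ethidium bromide displaced from hairpin DNA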
Starred values were filed as active, the others as inactive; . = not tested or not shown. The list is partial; the hit share may differ from the screen's.

SMILES	HCV NS3 hel inh	CRFBP-R2 block	MEKK3 PB1 HTS	CRFBP-R2 agonist	GalR3 antagonist	MEKK2 WT-MEK5	MEKK2mut PB1 HTS	SUMO HTRF inh	DNA FID counter
CCn1cc(S(=O)(=O)CC(=O)Nc2cc(C)on2)c2ccccc21	-4.2	-16.1	111.0	-1.2	-8.4	108.0	5.0	25.9	-6.0
Cc1nc([N+](=O)[O-])c(Br)n1CC(=O)c1ccc(Br)cc1	1.7	-10.8	133.0*	0.4	-1.4	126.0	6.0	10.4	1.9
CCCCCCOC(=O)c1ccc(NC(=O)c2cc(OC)c(OC)c(OC)c2Br)cc1	-8.6	4.3	108.0	2.8	8.0	110.0	7.0	-8.9	-20.3
CCN(CCn1cccn1)C(=O)CCc1nnc(-c2ccc3c(c2)OCO3)o1	-3.0	-5.0	103.0	1.1	-5.7	103.0	7.0	-4.3	-12.0
c1cn(-c2ncnc3sc4c(c23)CCCC4)cn1	-0.3	8.3	81.0	1.5	-0.6	85.0	2.0	29.6	-3.9
COc1nc(C)ccc1-c1noc(-c2ccccn2)n1	7.5	7.5	73.0	-0.8	.	81.0	-14.0	4.0	-2.0
O=C(Cn1nc(Cc2ccncc2)c2ccccc2c1=O)N1CCc2ccccc2C1	-1.9	-15.8	.	1.1	-0.9	.	.	14.3	-19.9
CCCC(=O)NC(c1ccc2c(c1)OCO2)c1cc(Cl)c2cccnc2c1O (centres undefined)	-6.0	27.7	105.0	22.5	.	100.0	1.0	-56.3	-7.7
CCS(=O)(=O)NCc1csc(-c2ccccc2)n1	-2.4	30.1	108.0	-5.8	.	114.0	12.0	3.5	3.8
COC(=O)c1cn(Cc2cc(OC)ccc2OC)cc(F)c1=O	1.1	11.7	107.0	0.6	.	104.0	10.0	13.8	-5.1
O=C(Nc1c[nH]c(=O)[nH]c1=O)c1ccccc1Br	-0.8	0.6	106.0	0.6	-1.0	109.0	2.0	1.6	2.0
CCOC(=O)c1ccc(NC(=O)c2nc[nH]c2C(=O)N2CCN(c3ccccc3)CC2)cc1	.	8.7	104.0	-0.9	5.8	102.0	2.0	27.7	.
COc1ccc(C(=O)N/N=C(\C)CC(=O)NC2CCCCC2)c(OC)c1	-13.7	2.9	95.0	-1.2	-2.7	101.0	5.0	4.2	-23.1
Cc1ccc(N(C(=O)Cn2nnc(-c3ccc(F)cc3)n2)C(C(=O)NC(C)(C)C)c2ccncc2)cc1 (centres undefined)	-4.0	-34.9	96.0	1.5	-3.0	91.0	-8.0	-11.5	2.3
Cc1cccc(-n2nnc(C(=O)NCc3ccccc3Cl)c2N)c1	-14.9	4.6	89.0	-5.3	-2.4	72.0	-12.0	1.2	-14.4
CCOC(=O)C1=C(C)N(c2ccc(C)cc2)C(=O)/C1=C\c1cccs1	-3.0	-8.6	99.0	-0.9	-3.8	93.0	-7.0	19.0	-2.9
O=C(/C=C/c1cccs1)N1CCc2ccccc21	-4.8	23.6	100.0	-2.8	-3.7	95.0	0.0	-8.7	-12.1
CCOc1cc(NC(=S)NCCCN2CCOCC2)c(OCC)cc1NC(=O)c1cccs1	9.1	11.9	108.0	0.6	-3.9	91.0	-8.0	22.2	12.1
Nc1cc(N)nc(SCC(=O)Nc2ccccc2N2CCOCC2)n1	-7.2	-4.0	95.0	0.5	-5.2	91.0	-4.0	4.2	-2.2
CN(C)CCNC(=O)CNC(=S)N(Cc1ccccc1)Cc1ccccc1F	-13.1	-0.2	122.0	-0.2	2.2	108.0	0.0	13.0	16.6
CCN1CCCC1CNC(=O)c1cc2c(=O)n(C)c3ccccc3c2n1C (centres undefined)	-1.8	15.8	97.0	0.3	3.1	98.0	-2.0	-2.1	7.3
Cc1c(C(=O)Nc2ccc3c(c2)OCCO3)sc2ncnc(N3CCCCC3C)c12 (centres undefined)	7.0	-30.1	108.0	13.6	-7.4	103.0	4.0	-5.3	-42.6
Cc1ncoc1C(=O)N1CCc2c([nH]c3ccccc23)C1C1CCCCC1 (centres undefined)	2.9	-59.3	104.0	5.7	-4.6	99.0	0.0	9.4	-18.6
O=C(CSc1nnc(CNC(=O)c2c(F)cccc2Cl)o1)c1ccccc1	-1.4	-9.4	106.0	-2.2	-6.7	105.0	3.0	-26.9	-8.4
Cc1cc[n+](-c2[nH]c(=O)sc2/C=N/NC([S-])=Nc2ccccc2)cc1C	-8.2	3.7	127.0	14.1	0.6	104.0	0.0	-2.6	-0.4
CCCCOP(=O)(c1ccc(N(C)C)cc1)C(O)c1ccc(OC)c(OC)c1 (centres undefined)	12.5	9.6	97.0	-0.1	0.1	97.0	-1.0	31.3	-39.4
COc1ccccc1OCC(=O)OCC(=O)Nc1ncc(Cl)cc1Cl	4.4	-13.3	104.0	-0.3	1.0	104.0	5.0	14.3	-4.6
Cc1cc2nc(/C(C#N)=C\c3ccc(-c4ccccc4C(=O)O)o3)[nH]c2cc1C	32.0	-63.3	106.0	100.1*	-8.5	104.0	8.0	3.7	-3.5
O=C(O)c1ccc(/C=C/C(=O)c2ccc3c(c2)OCCCO3)cc1	3.1	25.7	98.0	-0.4	-0.3	98.0	-3.0	14.0	-20.8
Cc1ccc(CCNC(=O)C2CC(c3cccc(F)c3)=NO2)cc1 (centres undefined)	.	4.6	87.0	-0.4	-2.8	84.0	1.0	8.8	.
CCCNC(=O)C1CC(c2cccc(F)c2)=NO1 (centres undefined)	.	5.0	105.0	-1.2	.	96.0	2.0	12.1	.
O=C(O)C1(P(=O)(c2ccccc2)c2ccccc2)CCCC1	8.3	5.9	101.0	0.2	-3.0	99.0	2.0	-6.1	1.2
O=C(Cc1ccc(F)cc1)N1CCC(CC2CC(c3cccc(Br)c3)=NO2)(C(=O)NCC2CCCCC2)CC1 (centres undefined)	-13.5	3.5	102.0	1.4	-1.6	92.0	-3.0	-10.3	-35.6
COc1cc(C(=O)OCCc2c(C)nc3nc[nH]n3c2=O)cc(OC)c1OC	3.2	6.3	123.0	3.0	-2.5	102.0	-1.0	-3.1	-4.6
Cc1cn(-c2cc(NC(=O)c3ccc(C)c(NC(=O)c4cccc(-c5cn[nH]c(=O)c5)c4)c3)cc(C(F)(F)F)c2)cn1	-41.3	2.0	103.0	-0.3	.	106.0	-1.0	-13.1	-16.8
Nc1[nH][nH]c(=O)c1N=Nc1ccc2c(c1)OCO2	22.1	7.7	100.0	-3.2	-2.5	95.0	-6.0	-3.5	18.5
COc1ccccc1C1c2[nH]c3ccccc3c2CCN1Cc1cnc(C)s1 (centres undefined)	6.0	29.8	101.0	1.2	-1.1	95.0	-3.0	16.3	-0.6
Cc1ccc(C)c(S(=O)(=O)N2CCN(C(=O)c3ccc(N4CCCC4)c([N+](=O)[O-])c3)CC2)c1	-10.2	3.2	98.0	0.5	-2.5	94.0	-5.0	-11.9	-45.6
CC(=O)CSc1cc(C)nc2c(-c3ccccc3)c(C)nn12	5.8	-3.8	129.0*	-4.1	-3.0	122.0	22.0	0.3	-6.2
COc1cccc(-c2cc(=O)[nH][nH]2)c1	1.9	-9.2	104.0	-1.8	-5.0	97.0	1.0	39.7	-5.5
COCCn1nnnc1C(c1ccccn1)N1CCN(c2cccc(C)c2C)CC1 (centres undefined)	-10.9	11.6	104.0	-2.4	-6.8	107.0	5.0	-20.5	-37.1
C=CCN(CC=C)C(=O)c1c(OC)cccc1OC	-0.6	2.3	93.0	-2.2	0.0	97.0	-2.0	11.8	-3.9
CCOCCN(C(=O)c1ccccc1Cl)c1ccccc1	-13.7	19.9	95.0	-0.7	-2.0	95.0	-12.0	18.9	-12.7
COc1cc(S(=O)(=O)N2CCC(O)(c3cccc(C(F)(F)F)c3)CC2)ccc1-n1cnnn1	-2.5	-34.6	.	-0.6	0.0	.	.	-7.8	-0.6
CCO/N=C/C(=O)Nc1ccc(F)cc1F	-1.8	3.8	107.0	-0.3	-2.6	104.0	7.0	-12.9	2.5

Nothing new here: an excerpt of the list.
SMILES	HCV NS3 hel inh	CRFBP-R2 block	MEKK3 PB1 HTS	CRFBP-R2 agonist	GalR3 antagonist	MEKK2 WT-MEK5	MEKK2mut PB1 HTS	SUMO HTRF inh	DNA FID counter
COc1cc(S(=O)(=O)N2CCC(O)(c3cccc(C(F)(F)F)c3)CC2)ccc1-n1cnnn1	-2.5	-34.6	.	-0.6	0.0	.	.	-7.8	-0.6
CCO/N=C/C(=O)Nc1ccc(F)cc1F	-1.8	3.8	107.0	-0.3	-2.6	104.0	7.0	-12.9	2.5

Continued.
SMILES	HCV NS3 hel inh	CRFBP-R2 block	MEKK3 PB1 HTS	CRFBP-R2 agonist	GalR3 antagonist	MEKK2 WT-MEK5	MEKK2mut PB1 HTS	SUMO HTRF inh	DNA FID counter
CC(C)CNS(=O)(=O)c1ccc(CCC(=O)NC2CCCC2)cc1	6.0	-1.0	94.0	0.5	-7.2	98.0	0.0	12.6	-9.8
CC(=O)Nc1ccc(S(=O)(=O)Nc2nc3ccccc3nc2Cl)cc1	12.6	-15.1	105.0	-0.7	-7.5	110.0	8.0	8.2	-1.9
O=C(NCCC1=CCCCC1)C(=O)NCc1ccccc1Cl	-0.6	27.7	101.0	2.0	-8.8	100.0	4.0	-0.8	-1.6
CCN(CC)CCCNC(=O)C1c2ccccc2C(=O)N(CCOC)C1c1ccc(F)cc1 (centres undefined)	5.2	-2.2	89.0	-0.3	-3.3	93.0	-3.0	-0.7	2.9
O=c1c2c(n3cnnc3n1-c1ccccc1)-c1ccccc1CC21CCCC1	-2.5	-41.0	97.0	0.5	0.0	98.0	-2.0	19.1	-5.2
O=C(CSc1nc2ccccc2s1)Nc1cc(C(=O)O)cc(C(=O)O)c1	6.7	1.9	105.0	-1.9	-5.8	93.0	-12.0	7.6	1.9
CCOC(=O)C1(Cc2ccccc2)CCCN(C(=O)c2cn[nH]c2)C1 (centres undefined)	0.7	5.1	94.0	3.8	-6.8	96.0	0.0	11.4	-16.9
COC(=O)c1cccc(NC(=O)CSc2nc(=O)cc(N)n2-c2ccccc2)c1	5.4	31.2	100.0	0.4	-4.1	95.0	-1.0	10.3	-16.8
Cc1ccc(NC(=O)CN(C)C2CCCCC2)cc1Cl	-4.1	-14.4	106.0	0.1	-11.2	108.0	4.0	4.7	22.6
Cc1nn(-c2ccccc2)c(C)c1C(=O)NCc1ccccc1F	11.1	4.5	103.0	-0.4	-0.7	103.0	2.0	1.3	-12.8
c1ccc(-c2ccc(CN3C[C@@H]4C(c5ccccc5)C5(c6cccnc6)CC4(C5)[C@H]3c3ccccc3)cc2)cc1 (some centres undefined)	.	-18.0	105.0	0.8	0.5	105.0	4.0	-4.8	.
CO/N=C/NC(=O)C1=NOC(CNc2ncc(C(F)(F)F)cc2Cl)C1 (centres undefined)	-1.0	-22.8	104.0	-2.5	-2.5	102.0	1.0	10.7	-8.7

Screening results: PubChem BioAssay, several laboratories
